Screens: PubChem BioAssay, several laboratories
Rab2A wt mod = modulators of GTP binding to Rab2A wildtype, primary screen, biochemical, dog, bead-based flow cytometry, multiplex. GST-Rab2 wt beads, Bodipy-GTP binding. GTP binding activity, % at 10 µM. 190,000 tested, 0.19% active. AID 760, 2007;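 active = GTP binding activity at least 20 points away from 100%, either lowered or raised; inconclusive = signal likely due to the compound's own green fluorescence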;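 note: 0% = beads with excess unlabeled GTP and 100% = no-compound control corrected for plate trend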
Pf gamet viab = late stage P. falciparum gametocyte viability inhibitors, primary screen, ATP luminescence, HTS | P. falciparum stage V gametocytes, 24 h | inhibition, % at 10.9 µM | 150,000 tested, 0.065% active;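 active = inhibition above the mean plus 3 SD of compounds within the control limits, set per campaign, cut at about 38% in these data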;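 note: 0% = DMSO wells and 100% = medium only without gametocytes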
Rac1 act GTP bind = GTP binding modulators of activated mutant Rac1, primary screen, biochemical, bead-based flow cytometry, multiplex, fluorescent GTP | GST-Rac1 activated beads; actives lie on both sides; 100% means binding = to untreated wells | percent activity (GTP binding), % at 10 µM | 190,000 tested, 0.11% active;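 active = GTP binding at least 20 percentage points away from the 100% baseline, in either direction, so actives lie on both sides; inconclusive = Compound likely fluorescent itself, or too few beads counted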
Cdc42 wt = modulators of GTP binding to wildtype Cdc42, primary screen, biochemical, multiplex bead flow cytometry, Bodipy-GTP; Cell division control protein 42 homolog (Homo sapiens), P60953; GST-Cdc42 beads; actives lie on both sides; percent activity (GTP binding), % at 10 µM; 190,000 tested, 0.2% active; AID 761, 2007;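 active = percent activity GTP binding at least 20 points away from the 100% baseline, either down as inhibitor or up as activator; inconclusive = compound flagged as likely green fluorescent from well-wide comparison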;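 note: median bead fluorescence of bound Bodipy-FL-GTP at 100 nM; 0% = excess unlabeled GTP control and 100% = no compound control; below 100% means less GTP binding so inhibitor and above means activator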
Target sequence (P60953 whole entry, looked up): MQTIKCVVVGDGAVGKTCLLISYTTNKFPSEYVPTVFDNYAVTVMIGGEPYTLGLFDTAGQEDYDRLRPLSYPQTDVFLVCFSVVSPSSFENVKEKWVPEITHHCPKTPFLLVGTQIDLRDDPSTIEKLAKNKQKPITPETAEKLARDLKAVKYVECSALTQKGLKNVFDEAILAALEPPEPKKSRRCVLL
Rab7 wt modul = modulators of GTP binding to Rab7, primary screen, biochemical, wildtype, multiplex bead flow cytometry. GTP binding activity (percent of control), % at 10 µM. 190,000 tested, 0.055% active. Rab7 GTPase wild type (dog), Bodipy-FL-GTP binding. GST-Rab7 beads, fluorescent GTP binding; actives lie on both sides; untreated = 100%, excess cold GTP = 0%. AID 758, 2007;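 active = fluorescent GTP binding to Rab7 beads changed by at least 20 points from the 100% baseline, either direction, mostly lower; inconclusive = compound itself probably fluorescent, or too few beads counted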;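 note: median green fluorescence of bound Bodipy-FL-GTP per Rab7 bead population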
Mcl1-Noxa inh = Mcl-1/Noxa binding inhibitors, primary screen, biochemical, TR-FRET, 1536-well. inhibition, % at 21.7 µM. 220,000 tested, 1.5% active. TR-FRET Mcl-1/Noxa peptide binding, 2 h. Induced myeloid leukemia cell differentiation protein Mcl-1 (Homo sapiens), Q07820;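 active = compounds that cut the protein-peptide binding signal by more than 50% relative to plate controls in a single-dose test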;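 note: His-tagged Mcl-1 with rhodamine Noxa BH3 peptide and terbium anti-His antibody; 0% = Mcl-1 plus Noxa peptide wells and 100% = peptide-only wells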
Target sequence (Q07820 whole entry, looked up): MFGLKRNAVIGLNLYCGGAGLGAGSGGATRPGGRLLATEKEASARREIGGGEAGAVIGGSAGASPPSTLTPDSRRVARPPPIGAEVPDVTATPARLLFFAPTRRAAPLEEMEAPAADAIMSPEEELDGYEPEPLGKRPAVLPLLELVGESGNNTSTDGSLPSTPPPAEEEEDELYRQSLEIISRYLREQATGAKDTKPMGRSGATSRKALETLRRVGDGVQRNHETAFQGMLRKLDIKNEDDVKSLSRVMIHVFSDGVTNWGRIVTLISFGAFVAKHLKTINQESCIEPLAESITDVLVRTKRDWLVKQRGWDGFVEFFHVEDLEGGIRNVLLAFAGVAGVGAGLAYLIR
Mcl-1 Bim block = inhibitors of Bim peptide binding to Mcl-1, primary screen, biochemical, bead-based flow cytometry, multiplex. inhibition, % at 10 µM. AID 1009, 2008. 190,000 tested, 0.1% active. Bim peptide-Mcl-1 binding. Induced myeloid leukemia cell differentiation protein Mcl-1 (Homo sapiens), Q07820; in the data active = inhibition above about 40%;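 note: 0% = no compound tracer wells and 100% = peptide blocker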
Mcl1 Bid PPI = Mcl-1/Bid binding inhibitors, primary screen, biochemical, TR-FRET, 1536-well; Induced myeloid leukemia cell differentiation protein Mcl-1 (Homo sapiens), Q07820; TR-FRET Mcl-1/Bid-Dy647 peptide binding; inhibition, % at 21.7 µM; 220,000 tested, 0.97% active;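 active = compounds that cut the binding signal by more than half at the single screening dose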;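 note: His-tagged Mcl-1 with europium anti-His antibody binding Bid BH3 peptide; 0% = Mcl-1 plus peptide wells and 100% = peptide-only wells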
HRas wt GTP = modulators of GTP binding to HRas wildtype, primary screen, biochemical, bead-based flow cytometry, multiplex; GST-Ras wt beads, Bodipy-FL-GTP binding; actives lie on both sides; GTP binding activity, % at 10 µM; 190,000 tested, 0.14% active;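 active = GTP binding activity at least 20% away from the 100% baseline, either lowered as inhibitor or raised as activator; inconclusive = flagged as likely green fluorescent, judged across all proteins in the well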;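 note: 0% = unlabeled GTP competition control and 100% = no-compound control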
Target sequence (P01112 whole entry, looked up): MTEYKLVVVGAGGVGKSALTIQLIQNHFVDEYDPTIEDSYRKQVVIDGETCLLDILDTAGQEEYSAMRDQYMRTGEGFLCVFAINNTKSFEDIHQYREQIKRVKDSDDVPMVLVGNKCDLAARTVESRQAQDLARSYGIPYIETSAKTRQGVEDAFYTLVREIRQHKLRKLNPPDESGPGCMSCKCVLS
Rac1 wt modul = wildtype Rac1 GTP binding modulators, primary screen, biochemical, GST-Rac1 beads, flow cytometry, multiplex | Ras-related C3 botulinum toxin substrate 1 (Homo sapiens), P63000 | fluorescent GTP binding; actives lie on both sides; 0 = cold GTP competed, 100 = untreated | GTP binding activity (% of control), % at 10 µM | 190,000 tested, 0.27% active | AID 757, 2007;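 active = GTP binding activity at least 20 points away from the 100% control level, either lower or higher; inconclusive = compound flagged as likely green fluorescent, judged across all proteins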
Avidin fluor = green autofluorescence of compounds with avidin beads – biophysical, 488/530 nm, flow cytometry, artefact control, profiling panel | 220,000 tested, 0.38% active | AID 1775, 2009 | compound fluorescence 488/530 nm; active compounds read high | fluorescence (KMESF) at 10 µM; in the data active = fluorescence above about 47; note: inactives centre near 10
Active calls of the source: *; ? = inconclusive; nt = not tested or not shown.

SMILES	Rab2A wt mod	Pf gamet viab	Rac1 act GTP bind	Cdc42 wt	Rab7 wt modul	Mcl1-Noxa inh	Mcl-1 Bim block	Mcl1 Bid PPI	HRas wt GTP	Rac1 wt modul	Avidin fluor
COC(=O)C1C/C(=N\NS(=O)(=O)c2ccc(C)cc2)c2sccc2C1 (centres undefined)	96	14	96	99	95	-5	-4	-8	99	102	4
O=C1c2ccccc2C(=O)N1CCc1c[nH]c2ccccc12	95	-12	96	97	95	22	0	-29	96	98	8
CCC(C)NC(=O)CN(c1cc(Cl)cc(Cl)c1)S(C)(=O)=O (centres undefined)	100	20	95	100	102	-2	0	-26	97	96	11
O=C(CSc1nc2c(sc3ccccc32)c(=O)n1CCCN1CCOCC1)NC1CCCC1	99	-8	97	100	101	3	3	-5	102	101	9
O=C(Nc1ccccc1C(F)(F)F)Nc1cccc2ccccc12	101	nt	99	99	102	9	0	-10	100	99	21
COc1cc2c(c(OC)c1OC)CC(=O)N(C)CC2	97	0	96	99	104	7	-5	-33	100	104	6
O=C(CSCSCC(=O)Nc1ccc2c(c1)OCO2)Nc1ccc2c(c1)OCO2	97	3	95	97	98	15	2	1	97	94	10
CC(=O)Nc1cccc(NC(=O)c2cc(C)on2)c1	96	nt	99	100	99	-12	-3	-22	99	107	26
COc1ccc(Nc2nc3ccc(C)cc3cc2C#N)c(OC)c1	94	nt	97	99	95	24	-12	-1	97	99	10
COc1ccc(-c2noc(CCC(=O)N3CCN(c4cccc(C(F)(F)F)c4)CC3)n2)cc1	91	6	91	94	94	3	2	4	94	94	5
O=C(O)c1ccccc1Nc1cccc(C(F)(F)F)c1	106	nt	108	110	98	17	-3	4	106	113	7
CC(C)NC(=O)CSc1nnc(-c2ccncc2)n1-c1ccccc1	?	nt	?	?	?	11	-2	-24	?	?	10
Cc1ccc(C(=O)OCC(=O)c2c[nH]c3ccccc23)cc1S(=O)(=O)N1CCCCC1	97	nt	98	96	97	14	-2	8	98	103	2
COc1cccc(CNC(=O)C2CCN(c3cnccn3)CC2)c1	101	-1	98	99	98	11	-3	-1	101	103	6
C/C(=N/NC(=O)c1cccnc1)C1=C(O)CC(C)(C)CC1=O	99	5	102	101	98	-1	-1	-4	100	102	12
Cc1cc(C)c(S(=O)(=O)N2CCC(C(=O)NCc3ccc(Cl)cc3Cl)CC2)c(C)c1	99	11	100	103	96	13	-3	0	98	103	36
O=C(Oc1ccc([N+](=O)[O-])cc1)c1ccc(Cl)c(S(=O)(=O)N2CCCCC2)c1	90	nt	95	93	94	11	-6	-16	92	99	13
O=C(c1c[nH]c2ccccc12)N1CCN(c2ccccc2)CC1	99	6	95	96	105	10	-3	-25	98	96	9
O=c1oc(-c2ccccc2)nc2sc3c(c12)CCCC3	103	nt	98	100	102	0	0	-11	100	101	12
O=C(Nc1ccccn1)Nc1cccs1	103	9	101	102	103	19	0	-62	103	105	8
C=CCNC(=S)NNC(=O)C(CCCC)CC(C)(C)O (centres undefined)	97	nt	97	100	96	17	-3	-27	97	103	6
CCN(CC)S(=O)(=O)c1cccc2cc(C(=O)O)c(O)cc12	96	nt	94	96	96	3	0	4	96	94	7
CC1Cc2cc(/C(O)=C3/C(=O)C(=O)N(CCCn4ccnc4)C3c3ccco3)ccc2O1 (centres undefined)	95	19	95	97	98	-5	1	-121	97	96	16
CC(=O)Nc1ccc(NC2=C/C(=N/S(=O)(=O)c3cccs3)c3ccccc3C2=O)cc1	91	-48	96	91	94	22	-4	-5	91	98	20
COc1ccccc1-n1c(-c2ccccc2)c[nH]c1=S	93	19	93	92	94	15	3	-38	93	95	10
COC(=O)c1ccc(C(=O)OC)c(NC(=S)N2CCCCC2C)c1 (centres undefined)	100	15	97	101	96	23	-2	-3	98	103	11
CCOC(=O)c1[nH]c(C)c(C(=O)OCC)c1C	98	nt	97	101	98	-12	-2	-15	95	98	5
OCCC1CN(Cc2c(F)cccc2Cl)CCN1C1CCCC1 (centres undefined)	99	-5	97	98	98	9	-1	-31	98	98	1
N=C1CCCN1CC(=O)c1ccc(Br)cc1	98	0	102	103	98	-17	-6	-32	100	103	14
CS(=O)(=O)N1CCc2cc(C(=O)N3CCOCC3)ccc21	94	-35	96	98	94	6	0	-10	97	95	35
CCOC(=O)c1nn(-c2ccc3c(c2)OCO3)cc1O	96	nt	102	104	95	5	1	-61	101	103	25
Cc1cc(NC(=O)CN2CCN(C/C=C/c3ccccc3)CC2)c([N+](=O)[O-])cc1C	97	3	96	97	100	8	-3	-3	97	98	14
Cc1noc(C)c1C(=O)OCC(=O)NC(=O)NC12CC3CC(CC(C3)C1)C2	99	nt	101	101	99	9	-4	2	97	100	17
CCN(CC)c1ccc(CNC23CN4CN(CN(C4)C2)C3)cc1	99	-9	98	99	102	12	-1	-27	101	102	14
O=C(Nc1ccccc1)c1ccc2ccccc2n1	96	nt	95	97	96	5	-1	-4	93	97	25
COc1cc2c(C(=O)O)c(C)n(CC(C)C)c2c2ccccc12	97	nt	95	95	97	10	-7	17	97	99	2
CCc1ccc2oc(-c3ccc(OC)cc3)cc(=Nc3cccc(C(=O)O)c3)c2c1	95	27	95	96	105	22	0	-9	98	99	13
COc1ccccc1C(=O)N1CCN(S(=O)(=O)c2ccccc2)CC1	98	nt	97	100	96	-11	2	-14	97	97	16
O=C1/C(=C/c2cccs2)Cc2ccccc21	98	-6	97	98	97	-7	0	14	95	98	7
CCOc1cc(N2CCOCC2)c(OCC)cc1NC(=O)CN1CCc2ccccc2C1	103	nt	98	101	99	18	0	93*	100	104	11
O=C1c2ccccc2C(=O)C12OC2c1ccc(Cl)cc1 (centres undefined)	87	nt	91	88	94	-4	-4	-30	94	97	1
CC(Oc1ccc(F)cc1)C(=O)Nc1sc2c(c1C(=O)NCc1cccnc1)CCCC2 (centres undefined)	98	nt	97	100	97	20	-2	-1	98	105	31
CCCn1c(N2CCN(C(=O)N3CCCCC3)CC2)nc2ccccc21	97	14	96	97	99	32	-1	27	96	97	11
CCCCCCN=CC1=C(O)C(C(=O)OC)C(C)(C)CC1=O (centres undefined)	102	2	100	103	100	-6	0	9	102	104	6
O=C(c1ccc(F)cc1)C(CN1CCOCC1)c1ccccc1 (centres undefined)	101	nt	99	102	100	-4	0	15	100	102	8
FC(F)(F)C(Oc1nc(Nc2ccc(Cl)cc2)nc(N2CCOCC2)n1)C(F)(F)F	101	nt	97	102	101	-4	0	-2	100	103	5
Cc1cc(C(=O)OC2CCOC2=O)c2ccccc2n1 (centres undefined)	99	nt	99	102	101	8	-3	6	101	107	23
CCC(C)NC(=O)CCn1c(-c2ccccc2)cc(C(C)=O)c1C (centres undefined)	103	23	100	103	100	11	0	-10	106	105	5
COc1ccc(CCCc2nnc(SCC(=O)Nc3cccc(C)c3)o2)cc1	96	-50	96	95	95	-10	-5	-8	96	94	2
Cn1cc(P(=O)(N2CCOCC2)N2CCOCC2)cc1P(=S)(N1CCOCC1)N1CCOCC1	101	1	96	99	104	13	-6	-5	99	102	10
CCCc1cc(=O)[nH]c(SCCOC(=O)c2ccccc2)n1	100	-4	97	100	101	19	-3	-11	100	100	9
COc1cc(OC)cc(-c2nn[nH]n2)c1	98	1	99	100	97	25	-5	17	98	103	3
Cc1onc(-c2ccccc2Cl)c1C(=O)N1CCN(C(=O)c2ccco2)CC1	101	nt	102	108	100	9	0	-7	105	114	13
CCOC(=O)N/N=C(/C)c1ccc(N2C(=O)C3CCCCC3C2=O)cc1 (centres undefined)	98	10	97	100	95	14	-1	-11	97	97	3
O=C(CSc1nc2cc([N+](=O)[O-])ccc2n1-c1ccccc1)NCc1ccc2c(c1)OCO2	92	7	96	100	97	58*	4	3	96	103	21
O=C(NC1CCCCC1)c1cc(-c2ccccn2)nc2ccccc12	95	25	92	93	96	6	0	-2	92	93	15
CCOCCCNC(=O)C(NC(=O)c1ccccc1O)c1ccccc1 (centres undefined)	98	8	94	93	101	6	-4	-29	95	92	7
Cc1ccc(C)c(Nc2nc3nonc3nc2N2CCOCC2)c1	95	nt	97	97	93	-1	0	-18	97	96	10
O=C(CN1CCN(C/C=C/c2ccccc2)CC1)NC(=O)NC1CCCCC1	90	nt	95	91	92	-10	-2	-22	90	92	24
COc1ccccc1OCCCC(=O)NC(C)c1ccccc1 (centres undefined)	98	31	96	93	102	-5	-4	7	97	99	4

Shown with values under each structure: part of the list above.
Values in the order: Rab2A wt mod, Pf gamet viab, Rac1 act GTP bind, Cdc42 wt, Rab7 wt modul, Mcl1-Noxa inh, Mcl-1 Bim block, Mcl1 Bid PPI, HRas wt GTP, Rac1 wt modul, Avidin fluor
- O=C(Nc1ccccc1)c1ccc2ccccc2n1
    96, nt, 95, 97, 96, 5, -1, -4, 93, 97, 25
- CS(=O)(=O)N1CCc2cc(C(=O)N3CCOCC3)ccc21
    94, -35, 96, 98, 94, 6, 0, -10, 97, 95, 35

Later entries
SMILES	Rab2A wt mod	Pf gamet viab	Rac1 act GTP bind	Cdc42 wt	Rab7 wt modul	Mcl1-Noxa inh	Mcl-1 Bim block	Mcl1 Bid PPI	HRas wt GTP	Rac1 wt modul	Avidin fluor
COc1ccc(-c2noc(CSc3nc4ccccc4c(=O)n3-c3ccc(C)cc3)n2)cc1	99	nt	97	101	102	6	0	-4	100	103	7
COc1ccccc1N1CCN(C(=O)COc2cccc(C)c2C)CC1	97	nt	92	94	104	7	0	-36	95	95	9
COC(=O)C1=C(C)NC(=O)NC1C1CC=CCC1 (centres undefined)	95	nt	94	93	100	10	0	-10	98	93	20
COc1ccc(CC(=O)Nn2c(-c3ccccc3)nc3ccccc3c2=O)cc1	98	-17	100	97	103	4	-2	-31	100	100	3
CCOc1ccc(-n2cc(C(=O)NCc3ccco3)c3cc(OC)c(OC)cc3c2=O)cc1	105	nt	101	106	103	-19	-3	-44	106	105	10
CN(Cc1ccon1)Cc1cn(C)nc1-c1cccc(Cl)c1	99	nt	99	99	108	11	0	-23	101	103	24
